Screens from PubChem.
ER stress rescue: protection against thapsigargin-triggered cell killing – 384-well, CSM14.1, ATP luminescence, primary screen (AID 1222); CSM14.1 thapsigargin-induced death rescue, ATP luminescence; higher % means a stronger effect; cellular ATP content (survival), % at 20 µM, or EC50 in µM where a hit was titrated; 190,000 tested, under 10 active;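 active means EC50 below 50 µM in the dose-response confirmation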;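 further: death triggered by thapsigargin at about 15 µM added after 2 h compound pretreatment; cell ATP read after overnight thapsigargin exposure of roughly 18 to 22 hours; normalized against plate controls of thapsigargin alone and 5% DMSO vehicle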
Hep lipid drop: modulators of hepatic lipid droplet formation | AML12 mouse hepatocytes, oleate lipid droplets, BODIPY imaging | inhibition, % at 6.5 µM | hit rate 0.4% among 240,000 | AID 1656;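 active means lipid droplet intensity inhibited by at least 50%, with more than 500 cells counted; inconclusive means wells with under 300 cells, treated as cytotoxic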
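System: AML12 hepatocytes (mouse). Probe or stimulus: oleic acid at 100 µM to induce lipid droplet formation. Times: overnight treatment with compound plus oleate. Detection: Image-based BODIPY and DAPI two-channel analysis. Evaluation: percent inhibition of filter-corrected integrated lipid droplet intensity per well.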
Autophagy mod: alters autophagy in cells; MEF GFP-LC3 puncta imaging; test concentration mostly 10 µM; calls only at 10 µM (by protocol); hit rate 0.98% among 190,000; AID 463193;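 active means percentage of spot-positive cells more than 3 SD above its plate mean, without a fluorescence outlier flag or 80% toxicity; inconclusive means no clear call, values can overlap the other calls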;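 further: spot-positive cell cutoff set from DMSO-treated cells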
Dynein cargo inh: blocks dynein driven cargo transport along microtubules; AID 1381; z-score, hits read low; hit rate 0.47% among 220,000; 3617.4 mouse cells, GR-EGFP nuclear translocation imaging; test concentration mostly 20 µM; stimulated with dexamethasone, 1 µM; hits give low values;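 active means plate z-score of nuclear minus cytoplasmic receptor signal below a set negative limit, without overly bright fluorescence or cell loss, cut at about -3.5 in these data, passing the limit was not always enough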;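 further: z-score of nuclear minus cytoplasmic ring GR-EGFP intensity difference per well; some compounds called inactive have numbers as strong as hits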
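medium = tetracycline-free induction medium containing charcoal-stripped FBS | probe or stimulus = dexamethasone, 1.0 µM final | timing = 48 h induction, then 1 h compound, then 30 min agonist, 37 °C | detection = automated 10x imaging of fixed Hoechst-stained cells | read-out basis = nuclear versus cytoplasmic GR-EGFP signal, averaged per well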
M1AAP inhibition: malaria alanyl aminopeptidase activity blockers – biochemical, fluorogenic H-Leu-NHMec substrate, 1536-well (AID 1445) | hit rate 0.42% among 220,000 | inhibition, % at 30 µM, or IC50 in µM where a hit was titrated | recombinant M1AAP, H-Leu-NHMec fluorogenic kinetic assay; higher % means a stronger effect;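 active means primary inhibition above the hit cutoff, then over 50% inhibition at one or more dose response concentrations, cut at about 23% in these data, passing the limit was not always enough; inconclusive means conflicting primary data, or primary hits not chosen for dose response; inactive means low primary inhibition, or under 50% at every dose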;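 further: plate controls were DMSO full reaction for no effect and no enzyme background for full effect; strong numbers were not always called active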
Yfh1-off respiration: enhancers of respiration in Yfh1-depleted yeast, dose response, Friedreich's ataxia, plus single-dose screen (AID 1465); hit rate 0.074% among 220,000; S. cerevisiae Yfh1-off respiration, WST-1 reduction, 72 h; higher fold induction means a stronger effect; one-dose fold induction at 50 µM; EC50 in µM for titrated hits;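 active means fold induction of absorbance versus untreated yeast above a set limit, then at least 30% activation at any dose in follow-up; inconclusive means repeats straddling the limit, or above it without dose testing; inactive means fold induction below the set limit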;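 further: activators that raise dye reduction in frataxin-depleted yeast; strong numbers were not always called active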
Insulin prom up: MIN6 insulin promoter up-regulation; MIN6 insulin promoter-GFP reporter, high-content imaging; hits give high values; z-score at 5 µM; hit rate 0.3% among 190,000;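 active means z-score above 3 at 5 µM with at least 500 cells counted in the well; inconclusive means wells under 500 cells, flagged as cytotoxic or low count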
M17LAP inhibition: P. falciparum M17LAP inhibitors, primary screen, biochemical, fluorogenic H-Leu-NHMec substrate, 1536-well (AID 1619) | recombinant M17LAP, H-Leu-NHMec fluorogenic kinetic assay; higher % means a stronger effect | one-dose inhibition, % at 30 µM; IC50 in µM for titrated hits | hit rate 0.38% among 220,000;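 active means compound inhibiting the enzyme by more than half at any dose during confirmatory dose-response retesting; inconclusive means strong single-dose inhibitors picked by rank but not retested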;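 further: plate controls were full reaction with DMSO carrier for no effect and no enzyme background for full effect; strong numbers were not always called active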
MT stabilizer: stabilizes microtubules in HeLa cells. HeLa tubulin immunostaining HCS, 24 h; share of cells brighter than vehicle mean+2SD. % tubulin-high responders, % at 10 µM. hit rate 0.83% among 200,000. AID 2205;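 active means plate Z-score above 3 for both tubulin-high and condensed-nucleus cell shares, with cell loss under 80%, at 10 µM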;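 further: anti alpha tubulin signal scored within the nucleus-defined area of each cell; some results filed as inactive read as strong as hits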
Dynein cargo inh cytoplasmic EGFP: also measured in Dynein cargo inh; calls as there; z-score; measured here: cytoplasmic GR-EGFP intensity; hits give high values
Dynein cargo inh nuclear GR-EGFP: second read-out of Dynein cargo inh, no call of its own (marks repeat the call); z-score; measured here: nuclear GR-EGFP intensity;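 lower value marks the stronger effect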
Dynein cargo inh cell count: further read-out of Dynein cargo inh, marked with its call; z-score; measured here: cell count per field
Insulin prom up cell count: second read-out of Insulin prom up, no call of its own (marks repeat the call); cell count; measured here: cytotoxicity, nuclei count;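 total cells summed across four imaged fields per well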
Hep lipid drop cells 6.5 µM: recorded beside Hep lipid drop, whose call it bears; cell count; measured here: cell count, cytotoxicity flag;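 cells counted across two imaged fields per well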
MT stabilizer Hoechst-high %: second read-out of MT stabilizer, no call of its own (marks repeat the call); % Hoechst-high responders; measured here: nuclear condensation Hoechst responders;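 share of cells brighter than vehicle mean plus two SD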
MT stabilizer cytotoxicity %: second read-out of MT stabilizer, no call of its own (marks repeat the call); toxicity, %; measured here: cytotoxicity by cell density;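 0% = mean cell density of plate MIN control wells and 100% = no cells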
Autophagy mod cell loss 18 h: recorded beside Autophagy mod, whose call it bears; toxicity, %; measured here: cell loss, nuclei count;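 cell loss after 18 h compound exposure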
Starred values were filed as active, the others as inactive; i = inactive; ? = inconclusive; . = not tested or not shown; + = active, no number.

Structure,MT stabilizer cytotoxicity %,M17LAP inhibition,Dynein cargo inh nuclear GR-EGFP,MT stabilizer,Autophagy mod cell loss 18 h,MT stabilizer Hoechst-high %,ER stress rescue,Yfh1-off respiration,Hep lipid drop,Hep lipid drop cells 6.5 µM,M1AAP inhibition,Autophagy mod,Dynein cargo inh cytoplasmic EGFP,Insulin prom up cell count,Insulin prom up,Dynein cargo inh cell count,Dynein cargo inh
O=C(OCc1nc2ccccc2s1)C1CCN(S(=O)(=O)c2cccs2)CC1,4.5,-17.1%,-0.906,4.7,-7.1,1.9,-4.0%,i,-0.6,758,12.2%,i,0.568,1321,0.01,0.1,-0.867
COc1ccc(CNCCNC(=O)c2cccs2)cc1OC,6.7,-11.0%,0.244,2.3,2.2,2.2,-0.1%,i,18.0,682,6.3%,i,-0.153,1392,-0.06,-0.548,0.647
O=c1oc2ccccc2nc1/C=C(O)/C=C\c1ccccc1,2.6,39.0%,-0.724,5.0,22.9,2.7,-2.3%,i,-21.3,554,5.3%,i,-0.18,1960,0.32,0.815,-1.3
O=C(COC(=O)C12CC3CC(CC(C3)C1)C2)Nc1ccc(OC(F)F)cc1,8.0,13.9%,0.0706,2.6,-0.8,2.3,-1.5%,i,-0.3,768,2.8%,i,-0.0385,844,0.6,0.167,-0.4
CC(C)c1cc(C(=O)O)on1,3.2,1.2%,-0.0424,1.9,-4.9,1.3,-1.4%,i,.,.,-1.8%,i,-0.222,1339,0.51,-0.113,-0.309
O=C(O)C1CCCN(S(=O)(=O)c2ccc(F)cc2)C1 (centres undefined),5.9,-3.4%,1.03,4.0,-1.3,1.5,1.2%,i,-2.8,715,10.7%,i,-0.148,708,0.06,-1.04,0.834
Cc1ccc(OCC(=O)N/N=C/c2cccn2C)cc1,2.7,1.7%,-0.874,2.1,-6.3,2.3,-1.3%,i,.,.,11.6%,i,-0.215,.,.,0.764,-0.306
COC(=O)c1cccc2c1-c1ccccc1/C2=N/O,0.4,1.4%,-0.341,1.1,8.4,0.9,-4.5%,.,-10.9,664,3.7%,i,-0.224,1232,0.89,0.76,-0.482
C=CCn1c(SCC(=O)NCc2ccc3c(c2)OCO3)nnc1-c1cccnc1,4.7,-1.7%,0.182,2.1,20.1,1.3,-8.5%,i,8.7,709,3.4%,i,-0.258,1305,0.44,0.482,-0.166
Cc1cc(C)n2c3c(c(C#N)c2n1)CCCC3,6.0,-21.0%,-0.153,1.5,-6.3,2.0,3.2%,i,1.1,736,-3.9%,i,-0.255,1424,-1.2,-0.0541,-0.69
COc1ccc(OC(C)C(=O)N2CCc3ccccc3C2)cc1 (centres undefined),3.9,15.1%,0.184,1.8,4.5,1.2,-2.5%,i,-7.2,749,13.3%,i,-0.229,1304,-0.66,-0.901,0.231
O=C(C1=C(c2ccccc2)C(=O)c2ccccc2C1=O)c1ccccc1,8.7,8.2%,-0.801,4.7,42.4*,2.9,-5.2%,35.6µM*,.,.,-1.0%,+,-0.239,.,?,1.38,-1.05
COc1cccc(NS(=O)(=O)c2ccc3[nH]cc(C(=O)NC4CC4)c(=O)c3c2)c1,4.0,7.1%,0.472,4.8,-8.3,2.3,.,i,-1.6,683,18.8%,i,-0.194,1230,-0.56,0.528,0.107
O=C(COC(=O)c1cccc(Br)c1)NCCc1ccccc1,5.5,-1.0%,0.842,3.8,0.5,1.4,1.0%,i,-26.1,674,-5.6%,i,-0.16,1446,2.32,-0.634,1.4
Cc1ccc(N=C/C(C(=O)C(F)(F)F)=C(\O)c2ccco2)cc1Cl,7.3,1.5%,0.163,6.2,3.7,3.4,-2.1%,i,12.2,743,6.6%,i,0.331,1411,-0.56,-0.00108,-0.575
CCOC(=O)C1CCCN(S(=O)(=O)c2cccc3cccnc23)C1 (centres undefined),4.9,1.0%,-0.159,3.3,-5.9,1.9,0.2%,i,-8.9,634,17.3%,i,-0.0624,1092,0.28,0.189,-0.549
CCn1c(CCC(=O)O)nc2cc(S(=O)(=O)N(C)C)ccc21,1.5,12.8%,-0.66,3.0,-4.8,2.1,-1.3%,i,-8.6,652,3.5%,i,-0.243,1300,-1.09,1,-0.552
Cc1cc(CCC(=O)O)c(C)cc1CCC(=O)O,9.3,8.2%,-0.333,4.5,-7.1,2.8,-1.2%,i,.,.,-1.1%,i,-0.025,1041,1.03,0.368,-1.06
Cc1ccc(NC(=O)COC(=O)[C@H](C)NC(=O)c2ccccc2)cc1S(=O)(=O)N1CCOCC1,.,.,-0.579,.,.,.,.,i,-2.7,703,.,.,-0.826,1123,0.28,0.275,-0.663
CC(C)c1ccc(C(=O)NCc2ccc(Cl)cc2)cc1,3.8,1.4%,-0.551,3.6,0.9,2.7,0.2%,i,14.1,650,-0.3%,i,-0.331,1405,0.47,0.904,-0.537
O=C(CN1CCN(Cc2ccccc2Cl)CC1)N/N=C/C=C/c1ccco1,.,36.9%,0.313,.,.,.,.,i,-10.4,747,10.0%,.,-0.0561,927,-0.24,-2.46,0.894
CC(C)(C)n1ncc2c(=O)n(CC(=O)c3ccccc3)cnc21,16.6,-0.2%,0.127,2.3,6.0,1.0,-0.7%,i,-15.7,768,2.9%,i,-0.263,.,.,-0.218,-0.225
Cn1nc(C(F)(F)F)c(-c2ccc(F)cc2)c1NC(=O)c1ccco1,.,5.1%,0.485,.,.,.,.,i,0.8,670,4.9%,.,0.35,1016,-0.57,-0.248,-0.473
CC(NC(=O)c1ccccc1Cl)c1nnc(SCC(=O)Nc2ccc(C(=O)O)cc2)n1C (centres undefined),4.4,18.3%,-0.239,3.1,0.6,1.7,-0.7%,.,2.4,755,4.4%,i,-0.215,.,.,1.32,-0.491
Cc1cc(F)ccc1S(=O)(=O)Nc1ccccc1C(=O)NCc1ccccn1,8.9,-8.3%,0.312,3.1,-2.9,3.1,-0.1%,i,-35.5,689,5.8%,i,-0.187,1272,-0.67,-0.0687,-0.0105
CC(=O)Nc1nc(Cn2nnc(-c3ccc4c(c3)OCO4)n2)nc(N(C)C)n1,4.3,-5.2%,-0.0506,0.8,21.8,0.9,2.1%,i,7.3,724,-3.0%,i,-0.277,.,.,0.444,-0.0918
CCOC(=O)C1CCCN(C(=O)Cn2nc(Cc3cccnc3)c3ccccc3c2=O)C1 (centres undefined),6.6,-3.4%,-0.28,10.8,1.6,2.7,0.2%,i,.,.,5.3%,i,-0.278,939,0.34,0.921,-0.792
CCOC(=O)c1ccc(NC(=O)C2CCN(S(=O)(=O)CC)CC2)cc1,6.2,2.1%,0.39,3.8,1.4,1.0,0.0%,i,10.4,741,4.9%,i,-0.112,.,.,-0.958,0.744
O=C(N1CCCCCC1)N1CCN(S(=O)(=O)c2ccccc2)CC1,5.0,6.5%,-0.282,3.7,-1.9,2.7,-0.1%,i,6.0,717,6.9%,i,-0.267,.,.,0.789,-0.43
COC(=O)c1ccc(NC(=O)c2cc(-c3ccccn3)nc3ccccc23)cc1,6.9,2.4%,0.507,3.1,11.1,1.3,0.4%,i,.,.,-0.8%,i,-0.347,1447,-0.38,0.0698,-0.142
CCCc1cc(=O)[nH]c(SCC)n1,8.2,-7.4%,-0.0512,4.7,2.6,2.7,1.1%,i,.,.,-0.5%,i,-0.12,.,.,0.203,-0.612
O=c1c2cn[nH]c2nc(SCc2cc(=O)n3cc(Br)ccc3n2)n1-c1ccc(Br)cc1,4.4,-5.4%,0.439,4.6,26.9,1.5,8.6%,i,-6.6,676,-6.8%,i,-0.0939,1210,-0.97,0.0251,0.338

An unsorted share of the library. About 3.5% of those tested had a hit in this group.
